# Bioassay records as filed in PubChem BioAssay.
# EBV gp42 inh – Epstein-Barr virus gp42 inhibitors, primary screen, biochemical, uHTS, fluorescence polarization. Fluorescence polarization binding assay, mP read-out. inhibition, % (tested at 21.74 µM). hit rate 0.42% among 220,000; in the data active = inhibition above about 50%
# thrombin 1536 – human alpha-thrombin inhibitors, primary screen, counter-screen for coagulation protease inhibitor project, biochemical, 1536-well, fluorogenic AMC substrate; Prothrombin (Homo sapiens), P00734; Boc-VPR-AMC fluorogenic substrate cleavage; inhibition, % at 5 µM; hit rate 0.26% among 220,000; AID 1046, 2008;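 active = inhibition at or above 40%; inactive = inhibition below 40%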;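 also: 0% = enzyme with no compound and 100% = wells without enzyme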
#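 System – human alpha-thrombin · Medium – pH 7.5 Tris (50 mM) with NaCl 150 mM, Tween 20 0.05% · Compound – single-point dosing at 5 µM, 0.2% DMSO · Incubation – enzyme reaction carried out at room temperature · Technique – fluorescence of released AMC, ex 355 nm, em 460 nm · Read-out basis – % inhibition of thrombin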
# KLK5 inh – human KLK5 protease inhibitors, primary screen, biochemical, 1536-well; Kallikrein-5 (Homo sapiens), Q9Y337; recombinant hK5, fluorogenic AMC substrate cleavage; inhibition, % at 5 µM; hit rate 0.59% among 210,000;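 active = inhibition of 40% or more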;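 also: 0% = enzyme controls without compound and 100% = no-enzyme blanks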
# 14-3-3 Bad inh – inhibitors of 14-3-3 zeta/Bad binding, primary screen, biochemical, TR-FRET, bovine 14-3-3 zeta | AID 781, 2007 | 14-3-3 protein zeta/delta (Bos taurus), P63103 | hit rate 0.71% among 220,000 | TR-FRET 14-3-3zeta/Dy647-pBad peptide displacement, 1 h | inhibition, % at 21.7 µM;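 active = inhibition above about 70%, limit read from the data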;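 also: 0% = full 14-3-3 plus peptide FRET controls and 100% = background without 14-3-3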
# Furin inhibitor – human furin inhibitors, primary screen, biochemical, fluorescence intensity; hit rate 0.061% among 220,000; inhibition, % at 30 µM; purified furin, fluorogenic substrate cleavage; AID 463115, 2010; in the data active = inhibition above about 25%; also: inactives centre near -15
# p47phox inh – p47phox/p22phox peptide binding inhibitors, primary screen, biochemical, uHTS, NADPH oxidase regulatory subunit; Neutrophil cytosol factor 1 (Homo sapiens), P14598; fluorescence polarization, 2 h; inhibition, % at 24.7 µM; hit rate 0.53% among 220,000;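 also: 0% = p47phox with labelled peptide and 100% = labelled peptide alone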
# Cl transport mod – KCC2 cotransporter modulators, thallium flux, primary screen, cell-based, HEK293 KCC2, FluoZin-2 fluorescence, MLSMR | hit rate 2.2% among 190,000 | Solute carrier family 12 member 5 (Homo sapiens), Q9H2X9 | B-score of Tl+ flux slope (higher = more flux/activation; lower = inhibition) at 10 µM | KCC2 cells, thallium flux FluoZin-2 fluorescence;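 active = thallium flux slope and its plate-corrected score both differing from the plate sample mean at a set confidence after two filtering rounds, in either direction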;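 also: slope of fluorescence scaled to starting intensity during 10 to 20 s after thallium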
# Target sequence (Q9H2X9 whole entry, looked up): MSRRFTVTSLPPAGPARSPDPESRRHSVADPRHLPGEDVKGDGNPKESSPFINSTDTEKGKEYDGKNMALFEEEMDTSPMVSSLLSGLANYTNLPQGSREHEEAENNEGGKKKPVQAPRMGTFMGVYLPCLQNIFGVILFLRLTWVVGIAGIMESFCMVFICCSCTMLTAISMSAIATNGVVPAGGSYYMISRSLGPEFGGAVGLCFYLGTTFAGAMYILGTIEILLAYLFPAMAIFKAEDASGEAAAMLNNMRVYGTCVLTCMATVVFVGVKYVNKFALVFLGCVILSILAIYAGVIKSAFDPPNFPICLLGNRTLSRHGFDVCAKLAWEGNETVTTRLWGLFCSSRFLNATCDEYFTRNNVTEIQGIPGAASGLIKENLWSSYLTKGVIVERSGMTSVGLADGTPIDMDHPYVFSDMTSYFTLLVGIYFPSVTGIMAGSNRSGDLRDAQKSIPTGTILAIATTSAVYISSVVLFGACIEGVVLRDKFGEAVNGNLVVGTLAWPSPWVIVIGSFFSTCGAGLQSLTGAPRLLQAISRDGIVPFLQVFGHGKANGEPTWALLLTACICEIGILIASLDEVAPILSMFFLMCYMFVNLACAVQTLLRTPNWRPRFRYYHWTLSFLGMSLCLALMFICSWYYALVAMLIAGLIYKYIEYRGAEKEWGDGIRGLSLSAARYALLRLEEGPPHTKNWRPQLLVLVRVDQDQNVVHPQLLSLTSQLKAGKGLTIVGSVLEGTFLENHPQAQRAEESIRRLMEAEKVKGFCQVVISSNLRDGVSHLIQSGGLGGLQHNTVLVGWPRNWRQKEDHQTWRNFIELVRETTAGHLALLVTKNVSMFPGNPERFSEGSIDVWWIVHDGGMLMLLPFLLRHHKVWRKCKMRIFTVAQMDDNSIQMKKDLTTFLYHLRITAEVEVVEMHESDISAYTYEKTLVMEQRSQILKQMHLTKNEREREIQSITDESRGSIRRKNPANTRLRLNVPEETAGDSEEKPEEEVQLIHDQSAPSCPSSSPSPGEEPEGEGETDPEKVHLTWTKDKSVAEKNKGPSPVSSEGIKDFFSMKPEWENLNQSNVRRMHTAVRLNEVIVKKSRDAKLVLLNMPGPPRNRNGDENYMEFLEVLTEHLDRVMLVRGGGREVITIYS
# eIF4E-4G inh – eIF4E–eIF4G protein interaction inhibitors, primary screen, biochemical, uHTS, TR-FRET, eIF4GI fragment; hit rate 0.37% among 220,000; AID 782, 2007; inhibition, % at 21.7 µM; Eukaryotic translation initiation factor 4E (Mus musculus) + Eukaryotic translation …; TR-FRET eIF4E-eIF4GI(517-606) binding, 2 h;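 also: 0% = full FRET control wells and 100% = background wells lacking eIF4GI fragment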
# Rad51 HR inh – human RAD51 strand exchange inhibitors, primary screen, biochemical, fluorescence; DNA repair protein RAD51 homolog 1 (Homo sapiens), Q06609; hit rate 0.085% among 200,000; AID 1385, 2008; hRad51 DNA strand exchange, fluorescence dequenching; inhibition, % at 10 µM;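 active = inhibition above 40% at the single screening dose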;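 also: 0% = DMSO control wells and 100% = blanks with heterologous ssDNA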
#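 material = hRad51 filaments on single-stranded DNA | timing = filaments 15 min 37 °C, then compound 30 min | signal = FRET fluorescence dequenching, excitation 485 nm, emission 520 nm | benchmarks = control wells and blank wells on each plate | evaluation = percent inhibition relative to plate controls and blanks | compound = 10 µM final, single point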
# * hit, by the source's call; . = not tested or not shown; [ ] = dose if it differs, or a comment.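 The calls were made as follows, unless noted: active = inhibition above about 30% (limit read from the data); inactive = the rest.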
# Second line of a record – KLK5 inh, thrombin 1536, Cl transport mod, EBV gp42 inh, Rad51 HR inh, eIF4E-4G inh, p47phox inh, Furin inhibitor, 14-3-3 Bad inh
(1) COc1cc(NC(=O)Cc2c(C(=O)O)[nH]c3ccccc23)cc(OC)c1OC
    -3.6, -7.4, 0.0839, -13.4, -7.0, -14.7, -9.0, 0.0[20 µM], 28.9
(2) O=C(CSc1nnnn1C1CCCCC1)Nc1nc2c(s1)CCCC2
    0.7, 0.9, -2.55, -8.1, 4.9, -6.3[fluorescence artefact?], -12.0, -12.6, 4.8
(3) CCOC(=O)CSc1cn2c(n1)CCC2
    13.9, -2.9, 1.9, -25.3, ., 0.8, -4.2, -22.8[20 µM], 5.1
(4) COC(=O)C1=C(C(=O)OC)[C@@H]2N(Cc3ccccc3)c3ccccc3[C@@]23C[C@@H](C(=O)OC)N(C(=O)COCc2ccccc2)C3=N1
    -2.3, -1.1, -0.303, -11.0, -1.6, -5.2, -2.5, -22.0, -0.3
(5) COc1ccc(S(=O)(=O)NCc2ccncc2)cc1OC
    -9.8, -3.2, -0.0442, 5.5, 7.5, -7.5, 1.8, -11.8, 1.7
(6) Cc1ccc(C)c(S(=O)(=O)NCC(=O)NCc2ccco2)c1
    -10.4, 0.8, -0.544, -16.1, ., -1.7, -13.5, -23.6, 0.5
(7) CC(=O)N1CSCC1C(=O)NNS(=O)(=O)c1cccc(C(F)(F)F)c1 (centres undefined)
    -12.2, -5.1, 1.42, -12.2, 6.1, 2.5, -3.8, -20.3, 3.9
(8) O=C(c1cc(-c2cccs2)on1)N1CCCCC1
    -2.9, -3.6, 0.315, -17.3, ., -0.1, -23.7, -21.3, 3.2
(9) O=C(c1cc2c(s1)-c1ccccc1S(=O)(=O)C2)N1CCN(Cc2ccccc2)CC1
    -9.7, -1.1, -2.68, -29.0, ., -5.5, -16.6, -11.6, 9.0
(10) O=C(CCc1nnc(CCCCc2ccccc2)o1)N1CCN(CCO)CC1
    1.9, 1.6, -0.381, -8.4, 7.8, -8.1, -14.0, -23.1, 5.0
(11) CCCCCn1c(CNC(=O)CCC)nc2ccccc21
    -3.9, -8.4, -4.64*, -18.0, 2.7, 8.4, -9.0, -34.5, 6.1
(12) COc1ccc(C(C)NC(=O)c2ccccc2Cl)cc1OC (centres undefined)
    -11.8, -3.1, 0.00731, -12.1, 14.0, 16.2, -1.4, -25.0, 1.1
(13) O=S(=O)(Nc1ccc(O)cc1)c1cccc2cccnc12
    -0.9, -4.9, -0.239, -12.4, -2.1, 6.1, -1.2, -20.2, 7.7
(14) O=C(c1cccs1)N1CCc2ccccc2C1
    -0.9, -13.8, -0.462, -1.1, 0.1, -2.1, -2.5, -12.1, -3.2
(15) O=C(CNc1n[nH]c(=O)[nH]c1=O)N/N=C/C=C/c1ccccc1
    1.5, 2.8, -0.497, -7.2, 9.5, 6.1, 1.6, -22.7, -0.8
(16) Cc1ccc(SC(C)c2nc(-c3ccccc3)no2)cc1 (centres undefined)
    0.5, -14.1, ., -17.1, 2.7, 2.5, -12.0, -8.3[20 µM], 4.6
(17) Cc1nc(NC(=O)CSc2nnc(C)n2CC2CCCO2)sc1C (centres undefined)
    2.9, 0.8, 0.861, -27.1, 1.3, 2.0[fluorescence artefact?], 0.3, -26.5, 0.3[fluorescence artefact?]
(18) CCCCSc1ncnc2[nH]ncc12
    -1.3, -6.6, -0.622, -15.5, -12.9, 1.7, -5.5, -12.9, -6.8
(19) CCOC(=O)c1[nH]cc(-c2ccccc2)c1N1CCOCC1
    2.4, -0.5, -0.892, -31.0, -2.5, -0.9, -3.9, -13.8[20 µM], 7.6
(20) CCOC(=O)CNS(=O)(=O)c1cc(-c2n[nH]c(=O)c3ccccc23)ccc1C
    -14.9, 2.6, ., -6.4, 7.8, -15.5[fluorescence artefact?], -7.8, -22.8, 12.4
(21) CCOCc1nnc(NC(=O)c2cc(C(=O)OC)cc([N+](=O)[O-])c2)s1
    4.6, 2.9, -1.07, -3.9, 0.6, 1.2, -4.6, -21.8, -6.1
(22) CCCCc1nc(NCc2ccccc2)c(C#N)c2c1CCCC2
    -22.8, -8.9, 0.832, -8.5, 6.1, 1.9, -4.3, -19.1, -19.7
(23) CCC12CN(C(=O)c3ccc(C)cc3)CC(CC)(CN(C(=O)c3ccc(C)cc3)C1)C2=O
    -6.3, -3.0, 0.275, -6.8, 1.4, 6.5[fluorescence artefact?], -0.3, -17.6, 8.0[fluorescence artefact?]
(24) COc1ccc2c(c1O)C(=O)c1ccccc1C2=O
    2.6, 0.0, -1.25, -12.9, ., 3.9, -5.0, -19.3, 24.1
(25) CCCOc1ccc(NC(=O)CC2C(=O)N(Cc3ccccc3)C(=S)N2Cc2cccs2)cc1 (centres undefined)
    -5.7, -1.1, -2.04, 2.3, 23.6, -4.7, -7.8, -11.5, 0.7
(26) CC(=O)Nc1ccc(C(=O)N/C(=C/c2ccccc2)C(=O)Nc2cccc(C(=O)O)c2)cc1
    -5.0, 0.2, -0.0309, -0.8, ., -4.2, 7.9, -15.6, -2.4
(27) C[C@H](NC(=O)c1ccccc1Cl)C(=O)NCc1cccs1
    0.6, 0.4, 0.688, -38.4, -0.8, 0.9, -10.5, -42.3, -0.6
(28) Cc1ccc(C(=O)CSc2ccc(-c3ccncc3)nn2)cc1
    -1.6, -8.2, -0.358, -4.8, -0.3, 0.9, 5.3, -15.4, 1.4
(29) O=C(NCc1ccco1)C(=O)c1cn(CC(=O)N2CCCCCC2)c2ccccc12
    1.5, -0.1, -0.0359, -8.9, 2.6, -8.6, -9.2, -16.3, -10.2
(30) Cc1cccc(NC(=S)Nc2c(C)n(C)n(-c3ccccc3)c2=O)c1C
    25.1, 18.1, -0.31, -2.1, -16.6, 3.5, 2.7, -16.7, 2.8
(31) Nc1nnn(Cc2ccccc2)n1
    3.6, -0.9, 0.519, -5.1, -4.4, 0.5, -8.2, -21.7[20 µM], 0.1
(32) O=C(/C=C/c1cccc(F)c1)N(c1ccccn1)C1CCCCC1
    10.7, -0.9, -0.055, -14.2, 6.2, 3.7[fluorescence artefact?], -11.7, -15.0, -6.5
(33) Cc1ccc(-c2nc(C)c(C(=O)O)s2)cc1
    ., -2.9, 1.19, 5.5, ., 2.6, 0.2, -18.1, -0.1
(34) O=C(NCc1ccco1)c1ccc2ccccc2n1
    -4.5, 6.3, ., -7.7, -1.9, 2.5, 2.3, -6.6, -6.5
(35) O=C(c1cccnc1)N1CCN(CCCc2ccccc2)CC1
    1.1, -3.0, 0.109, 0.0, -0.6, 7.6, -3.7, -22.2, 72.2*
(36) CCNC(=O)c1sc(=S)n(-c2ccc(C)cc2)c1N
    -12.0, -0.4, -0.772, 8.2, 3.4, 8.2, -5.4, 2.8[20 µM], -17.5
(37) COc1cccc(NC(=O)C(C#N)Cc2ccncc2)c1 (centres undefined)
    -15.9, -13.1, 0.596, -25.2, -7.5, 1.4, -9.3, -2.7, 5.8
(38) CCOc1ccc(NC(=O)N2CCC(NC(=O)c3ccco3)CC2)cc1
    -5.0, 0.4, ., -31.4, -1.8, -4.0[fluorescence artefact?], -5.1, -23.9, 2.2[fluorescence artefact?]
(39) NC(=O)C1(C(N)=O)OC1c1ccc(Cl)cc1Cl (centres undefined)
    2.8, -3.9, 0.213, -25.9, 7.6, 2.1, -16.4, -30.5, 0.7
(40) CC1(c2ccc([N+](=O)[O-])cc2)CC(C)(C)N(C(=O)c2ccccc2)c2ccccc21 (centres undefined)
    -6.8, -5.7, -0.926, -17.6, -43.6, 16.7, 1.9, -13.2, 9.3
(41) COc1ccc(C(=O)N/C(=C/c2ccco2)C(=O)NC2CCS(=O)(=O)C2)cc1 (centres undefined)
    0.0, 9.2, 1.37, -10.8, 1.9, -0.4, 1.3, -21.2, -8.6
(42) CC(C)c1ccccc1NC(=S)NC(C)c1ccccc1 (centres undefined)
    -15.7, -8.0, 0.102, 3.6, -2.5, 2.4, -8.4, -4.0, -4.2
(43) Cc1nc2ccccc2c(=O)n1/N=C/c1cccs1
    7.3, 0.1, -0.0435, -5.6, 19.1, 0.6, 12.8, -7.8, -6.3
(44) O=C(NCCOc1ccccc1)c1n[nH]c(=O)c2ccccc12
    -6.9, -4.0, -0.443, -6.2, 1.1, -6.2, -20.0, -32.0[20 µM], -8.1
(45) COc1ccc(NC(=O)c2c(C(F)(F)F)nn(C)c2SCc2ccccc2Cl)cc1
    -2.3, 0.6, -0.0626, -8.9, -5.7, -0.3, 1.2, -16.4[20 µM], -7.2
(46) c1ccc(-c2nnc(CSc3nnc(-c4ccncc4)n3Cc3ccco3)o2)cc1
    -10.2, 6.8, -0.666, -21.7, ., -0.8, -9.6, -18.4, -13.0
(47) Cn1c(CNC(=O)c2ccccc2F)nnc1SCC(=O)NCc1ccccc1
    ., 2.1, ., -2.7, ., 3.6, 3.4, -13.9, 1.1

# Molecules shown so far that contain an aryl thioether with sulfur outside any ring:
# Second line of a record – KLK5 inh, thrombin 1536, Cl transport mod, EBV gp42 inh, Rad51 HR inh, eIF4E-4G inh, p47phox inh, Furin inhibitor, 14-3-3 Bad inh
(2) O=C(CSc1nnnn1C1CCCCC1)Nc1nc2c(s1)CCCC2
    0.7, 0.9, -2.55, -8.1, 4.9, -6.3[fluorescence artefact?], -12.0, -12.6, 4.8
(3) CCOC(=O)CSc1cn2c(n1)CCC2
    13.9, -2.9, 1.9, -25.3, ., 0.8, -4.2, -22.8[20 µM], 5.1
(16) Cc1ccc(SC(C)c2nc(-c3ccccc3)no2)cc1 (centres undefined)
    0.5, -14.1, ., -17.1, 2.7, 2.5, -12.0, -8.3[20 µM], 4.6
(17) Cc1nc(NC(=O)CSc2nnc(C)n2CC2CCCO2)sc1C (centres undefined)
    2.9, 0.8, 0.861, -27.1, 1.3, 2.0[fluorescence artefact?], 0.3, -26.5, 0.3[fluorescence artefact?]
(18) CCCCSc1ncnc2[nH]ncc12
    -1.3, -6.6, -0.622, -15.5, -12.9, 1.7, -5.5, -12.9, -6.8
(28) Cc1ccc(C(=O)CSc2ccc(-c3ccncc3)nn2)cc1
    -1.6, -8.2, -0.358, -4.8, -0.3, 0.9, 5.3, -15.4, 1.4
(45) COc1ccc(NC(=O)c2c(C(F)(F)F)nn(C)c2SCc2ccccc2Cl)cc1
    -2.3, 0.6, -0.0626, -8.9, -5.7, -0.3, 1.2, -16.4[20 µM], -7.2
(46) c1ccc(-c2nnc(CSc3nnc(-c4ccncc4)n3Cc3ccco3)o2)cc1
    -10.2, 6.8, -0.666, -21.7, ., -0.8, -9.6, -18.4, -13.0
(47) Cn1c(CNC(=O)c2ccccc2F)nnc1SCC(=O)NCc1ccccc1
    ., 2.1, ., -2.7, ., 3.6, 3.4, -13.9, 1.1
